# Redox H2O2 prof = compounds producing H2O2 with reducing agent – biochemical, NIH compound library profiling, artefact control for MLSCN library redox annotation, primary screen; DTT-dependent redox cycling H2O2, phenol red/HRP absorbance; 100% = 100 µM peroxide control, 0% = buffer; activation, % at 10 µM; 200,000 tested, 0.03% active; AID 878;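 active = activation of at least 50% relative to the plate's high and low controls in the primary single-dose screen; inactive = activation below 50%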;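 also: compound incubated with DTT at 0.8 mM final as the reducing agent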
# Hsp70 activator = transcriptional activators of Hsp70 | HeLa Hsp70 promoter luciferase reporter, luminescence; scaled: vehicle 0, proteasome-inhibitor control 100% | activation, % at 10 µM | 200,000 tested, 0.04% active | AID 1203;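 active = activation above the mean across all tested compounds plus 3 SD, cutoff set per campaign, cut at about 5.5% in these data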;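 also: 100% = MG132 at 30 µM as the positive control and 0% = DMSO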
# FLuc act counter = affects firefly luciferase, flagging false hits in luciferase stimulation screens | P08659 | ATPlite luciferase biochemical, luminescence, 10 min; 0 = ATP-free wells, 1 = DMSO control | activation factor at 10 µM | 200,000 tested, under 10 active | AID 1027;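 active = luciferase activation factor, scaled between plate controls, of at least 2 with compound at 10 µM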
# Target sequence (P08659 whole entry, looked up): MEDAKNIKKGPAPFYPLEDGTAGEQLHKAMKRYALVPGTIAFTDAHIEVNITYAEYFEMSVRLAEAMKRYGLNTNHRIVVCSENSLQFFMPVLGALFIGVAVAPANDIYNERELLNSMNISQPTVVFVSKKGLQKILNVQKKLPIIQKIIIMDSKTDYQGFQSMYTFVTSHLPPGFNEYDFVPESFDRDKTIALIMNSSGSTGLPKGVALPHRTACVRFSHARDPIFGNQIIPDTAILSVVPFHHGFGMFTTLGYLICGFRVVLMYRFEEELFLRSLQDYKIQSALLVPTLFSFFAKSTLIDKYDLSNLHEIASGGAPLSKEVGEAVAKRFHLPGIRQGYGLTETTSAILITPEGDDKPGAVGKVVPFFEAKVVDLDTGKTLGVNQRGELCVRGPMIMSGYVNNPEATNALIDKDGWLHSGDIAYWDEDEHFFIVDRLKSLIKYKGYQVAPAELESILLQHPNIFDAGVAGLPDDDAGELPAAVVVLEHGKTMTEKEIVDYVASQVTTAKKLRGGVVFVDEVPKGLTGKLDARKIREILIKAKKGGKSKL
#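 Material: luciferase plus luciferin reagent, cell-free. Medium: PBS buffer for ATP. Also added: ATP substrate, dispensed from a 10.24 µM working solution in PBS. Doses: test compounds dosed from 2 mM stocks in 100% DMSO. Incubation: 10 min post-reagent at room temperature. Technique: light output (luminescence). Read-out basis: luminescence gain marking luciferase activators.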
# STAT1 activator = STAT1 signaling activation; NIH 3T3 STAT1-luciferase reporter, IFN-gamma, luminescence; 100% = IFN-gamma alone, no compound; activation (% of control), % at 5.5 µM; 200,000 tested, 2.6% active;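 active = activation above the screen-wide mean activation plus 3 SD, cut at about 130% in these data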;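 also: raw ratio to IFN-gamma control signal so 100% means no change and 0% no light; values of inactives mirror those of a sister screen read the other way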
# NF-kB expr up = NF-kB expression increase, human neuronal cells; 190,000 tested, 1.6% active; NF-kB reporter expression; stronger effect = higher value; fold change at 12.5 µM; in the data active = fold change above about 3.3
# G6PDH counter = counter-screen for G6PDH assay hits: L. mesenteroides G6PDH inhibition | inhibition, % at 5 µM | Purified L. mesenteroides G6PDH, diaphorase/resazurin coupled fluorescence, 45 min | 200,000 tested, 0.12% active | AID 1020; in the data active = inhibition above about 50%
# HMGR II inh = inhibitors of class II HMG-CoA reductase from Enterococcus faecalis; purified E. faecalis HMGR, NADPH absorbance 340 nm kinetic; inhibition, % at 10 µM; 190,000 tested, 0.41% active; AID 1066;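 active = inhibition above a set limit, the median over all tested compounds plus 3 SD, cut at about 9.5% in these data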;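 also: enzyme runs in reverse so mevalonate oxidation gives rising NADPH absorbance; 0% = complete reaction with DMSO and 100% = background rate lacking mevalonate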
# APP transl inh = APP translation inhibition | 190,000 tested, 0.82% active | AID 1285 | inhibition, % at 2 µM | SH-SY5Y APP 5'UTR-luciferase reporter, luminescence;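 active = inhibition above a set limit, derived from the sample mean plus 3 SD, cut at about 45% in these data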; also: values of inactives mirror those of a sister screen read the other way
# FLuc inhib CS = inhibits firefly luciferase, flagging false hits in luciferase inhibition screens; ATPLite firefly luciferase biochemical luminescence, 10 min; inhibition, % at 10 µM; 200,000 tested, 1.5% active; AID 1006;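 active = inhibition above about 50% when tested at 10 µM, limit read from the data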
# APP 5'UTR act = activates APP 5'UTR luciferase reporter; SH-SY5Y APP 5'UTR luciferase reporter, luminescence; zero percent = DMSO vehicle wells; activation, % at 2 µM; 190,000 tested, 1% active; AID 1276;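 active = activation above a set limit, based on mean plus 3 SD of controls, cut at about 140% in these data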; also: values of inactives mirror those of a sister screen read the other way
# * marks the source's active call; other numbers are inactive results; . = not tested or not shown.
# The line under a structure holds: Redox H2O2 prof	Hsp70 activator	FLuc act counter	STAT1 activator	NF-kB expr up	G6PDH counter	HMGR II inh	APP transl inh	FLuc inhib CS	APP 5'UTR act
CN1CCN(/N=C/c2c3ccccc3c(Cl)c3ccccc23)CC1
    -0.4	-0.2	1	101	0.79	-3	0	-10	-3	10
Cc1ccc(NC(=O)CN2C(=O)S/C(=C\c3cccn3C)C2=O)cc1
    2.8	-0.3	1	89	1.1	3	-7	-4	-2	4
COc1ccc(NC(=O)c2c(NC(=O)CNCc3ccco3)sc3c2CCC3)cc1
    -5.6	-0.2	1	103	0.86	5	-3	20	-1	-20
Cc1[nH]n(-c2ccccc2)c(=O)c1N=O
    -0.8	-0.2	1	89	1.1	9	0	10	4	-10
CCOC(=O)C1CCN(CCC(=O)Nc2ccc(C)c(C)c2)CC1
    -0.2	-0.1	1.1	94	1	4	-3	-1	-6	1
COCCCn1c(SCC(=O)n2c(C)c(C)c3ccccc32)nnc1-c1ccoc1C
    0.6	0.0	1	97	1	3	-1	5	-4	-5
Cc1ccc(C)n1-c1ccc(C(=O)/C=C/N(C)C)cc1
    -1.4	-0.2	1	101	1.1	6	1	-16	0	16
O=C(N[C@@H](Cc1ccccc1)C(=O)O)c1c(F)c(F)c(F)c(F)c1F
    -1.0	0.2	1.1	109	0.9	14	1	2	-6	-2
COCCCN1C(=O)C(=O)/C(=C(/O)c2ccc(C)cc2)C1c1ccccc1 (configuration not stated)
    1.8	-0.3	1	103	1.1	5	-1	-24	2	24
O=C(Cc1c(C(=O)O)[nH]c2ccccc12)NCCN1CCN(c2ccccc2F)CC1
    -0.8	-0.2	1	106	0.95	6	0	-18	-5	18
CC1(C)C2CCC(C2)C1(C)NC(=O)CN1CCOCC1 (configuration not stated)
    2.6	0.1	1.1	93	1.1	8	-5	-2	-6	3
Cc1nnc(SCC(N)=O)n1CC1CCCO1 (configuration not stated)
    0.7	0.4	1	105	0.93	2	-5	-5	-3	5
Cc1[nH]c2ccccc2c1C(=O)CN1CCSCC1
    2.1	-0.2	1	101	1.2	9	2	3	-2	-3
CN(C)/C=N/c1cnc(C(=O)c2ccc(Cl)cc2)n1C
    0.6	0.1	0.8	146*	3.8*	5	9	-19	15	19
CC(C)Oc1ccc(CNC(=O)CC(c2ccccc2)c2cc(Cl)ccc2O)cc1 (configuration not stated)
    -4.6	-0.1	1	93	0.77	5	-4	-4	-2	3
CS(=O)(=O)N(Cc1ccc(Cl)cc1)c1ccc(C(=O)Nc2cccnc2)cc1
    1.8	-0.3	1.1	109	1	13	0	6	-6	-6
NC(=O)C1(N2CCCCC2)CCN(CC(=O)Nc2ccc(Oc3ccccc3)cc2)CC1
    -0.4	0.0	1	90	0.76	2	0	13	-4	-13
CCOC(=O)c1c(NC(=O)c2cc(C)oc2C)sc(C(=O)Nc2ccc(Cl)cc2)c1C
    -7.2	0.1	1	114	0.92	0	-2	-84	-4	84
CC[C@H](C)C1NC(=O)[C@H](CC(=O)O)NC(=O)c2cc([N+](=O)[O-])cc(I)c2NCCC(C(N)=O)NC1=O (some centres not stated)
    0.2	-0.2	1	110	1.1	16	3	-12	-4	12
COc1ccc(C(=O)N2CCN(c3nnnn3-c3ccccc3)CC2)cc1OC
    2.0	0.1	1.2	99	0.9	-1	-1	-1	-19	1
O=C(O)Cn1cc(C(=O)C(F)(F)F)c2ccccc21
    -0.9	-0.3	1	106	1.2	11	-6	4	-4	-4
Cn1c(N2CCOCC2)nc2c1c(=O)n(Cc1ccc(Cl)c(Cl)c1)c(=O)n2C
    0.6	0.0	1	100	0.89	4	1	9	0	-9
O=C(Nc1ccc(N2CCOCC2)c(Cl)c1)c1ccc(Br)o1
    -0.4	0.4	0.8	140*	1.6	22	-1	-125	23	125
CCN(CC)CCNC(=O)c1ccc(Cl)c(S(=O)(=O)Nc2ccc(Cl)cc2)c1
    0.1	-0.6	1	100	0.91	-4	-7	60*	4	-60
CC(=O)Nc1ccc(C2=NN(C)C(=NCc3ccccc3)SC2)cc1
    0.1	-0.1	1.1	99	1.1	4	-3	-1	-6	1
Cc1cc(N2CCN(C)CC2)nc2ccc(NC(=S)N3CCN(c4ccc(F)cc4)CC3)cc12
    -0.7	-0.2	1	113	1	-2	-4	6	-3	-6
CN(Cc1ccccc1NS(=O)(=O)c1ccc2ccccc2c1)C1CCCCC1
    -0.4	-0.3	1.1	96	0.83	1	9	2	-6	-2
Cc1ccc(/C=C/C(=O)NCC2COc3ccccc3O2)o1 (configuration not stated)
    -1.0	-0.1	1	101	1.3	4	-2	-16	0	16
Cc1nc2ccccn2c1C(=O)c1ccccc1
    1.5	-0.2	1	99	1	2	3	0	-4	0
CC(C)OC(=O)c1cccc(C(=O)Oc2ccc(Br)cc2)n1
    3.3	-0.4	0.8	94	0.9	0	-7	8	24	-8

# Single records, as listed above.
# Profile of CN(Cc1ccccc1NS(=O)(=O)c1ccc2ccccc2c1)C1CCCCC1 : Redox H2O2 prof: -0.4; Hsp70 activator: -0.3; FLuc act counter: 1.1; STAT1 activator: 96; NF-kB expr up: 0.83; G6PDH counter: 1; HMGR II inh: 9; APP transl inh: 2; FLuc inhib CS: -6; APP 5'UTR act: -2
# Profile of Cc1cc(N2CCN(C)CC2)nc2ccc(NC(=S)N3CCN(c4ccc(F)cc4)CC3)cc12 : Redox H2O2 prof: -0.7; Hsp70 activator: -0.2; FLuc act counter: 1; STAT1 activator: 113; NF-kB expr up: 1; G6PDH counter: -2; HMGR II inh: -4; APP transl inh: 6; FLuc inhib CS: -3; APP 5'UTR act: -6

# Next records follow.
# The line under a structure holds: Redox H2O2 prof	Hsp70 activator	FLuc act counter	STAT1 activator	NF-kB expr up	G6PDH counter	HMGR II inh	APP transl inh	FLuc inhib CS	APP 5'UTR act
O=C(O)CCCC(=O)Nc1c(F)c(F)c(F)c(F)c1F
    -0.8	-0.4	1	112	1.2	16	2	11	0	-11
Cc1cc(C)cc(N(C(=O)C2CCCC2)C2C=CS(=O)(=O)C2)c1 (configuration not stated)
    -0.7	0.2	1.1	99	0.85	2	-2	-6	-5	6
C/C(=N\NC(=S)NCc1ccccc1)c1ccco1
    0.0	0.2	1	104	1.2	17	8	-11	-3	11
CCN(CC)Cc1c(O)ccc2c([N+](=O)[O-])c(C)n(-c3ccc(OC)cc3)c12
    1.1	0.3	1	94	0.99	4	1	34	-3	-34
OC1CCN(C(=S)NCCc2ccccc2)CC1
    0.1	-0.1	1	103	1.2	-8	-3	13	-5	-13
COc1ccc(-c2cc(C(=O)Nc3cc(OC)c(OC)c(OC)c3)no2)cc1OC
    0.6	-0.6	1.1	97	0.99	2	-1	-3	-8	3
COc1ccc(C(=O)Nn2c(SCc3ccc([N+](=O)[O-])cc3)nc3ccccc3c2=O)cc1
    2.6	1.1	1	126	0.74	10	0	-102	2	102
CCc1ccc(NC(=O)Cc2cn(C)c3ccccc23)cc1
    0.3	-0.3	1	104	1	8	-3	0	-2	0
CCn1nnnc1SCC(=O)Nc1nc(C)c(C)s1
    2.6	0.5	1.1	111	1.7	-2	-3	-34	-9	34
CC12CC(NC(=O)N1c1ccc(C(=O)N3CCN(c4ccccn4)CC3)cc1)c1ccccc1O2 (configuration not stated)
    3.0	-0.2	1.1	102	1	9	0	-7	-11	7
CCCCCCOc1ccc(N2C(=O)CC(N3CCC(C(=O)OCC)CC3)C2=O)cc1 (configuration not stated)
    -2.1	-0.7	1.1	95	0.97	-20	-5	-5	-9	5
Cc1ccc(OCCn2cc(C(=S)N3CCCC3)c3ccccc32)cc1C
    1.3	-0.4	1	100	1.2	-13	-3	-1	-5	1
Cc1n[nH]c(=O)nc1N/N=C/c1cccs1
    -2.2	0.2	0.9	116	1.5	0	-4	10	13	-10
COCC(=O)N(C)c1nnc(-c2ccccn2)s1
    3.4	-0.1	1	110	1.3	-5	-1	-17	-1	17
C/C(=N\Nc1cccc2cccnc12)c1ccccn1
    -3.0	-0.3	0.1	61	0.97	4	3	-272	87*	272*
COc1ccc(NC(C)C(=O)N/N=C/c2ccc([N+](=O)[O-])s2)cc1 (configuration not stated)
    -0.8	-0.2	1	90	0.98	-1	-5	14	-3	-14
CCOC(=O)c1c(C)nn(Cc2ccccc2)c1N
    -3.4	-0.3	1	103	0.92	-1	0	-9	2	9
CS(=O)(=O)NCc1csc(-c2ccccc2)n1
    -0.5	0.0	1.1	107	1.3	3	0	-4	-8	4
CC(C)(C)C(=O)Nc1ccc(Sc2ccc([N+](=O)[O-])cc2)cc1
    -0.5	-0.3	1	87	0.66	3	-5	-1	-5	1
CCOC(=O)C1CCCN(C(=O)/C=C/c2ccccc2[N+](=O)[O-])C1 (configuration not stated)
    0.0	-0.5	1	101	0.82	1	-4	19	-4	-19
CC1CCc2c(sc3ncnc(N4CCN(S(=O)(=O)c5cccc6nonc56)CC4)c23)C1 (configuration not stated)
    -0.5	-0.3	.	97	.	.	.	-3	.	3
O=C(Nc1nc(-c2cccs2)c(-c2cccs2)s1)C1CCCC1
    0.5	-0.3	1	102	0.92	1	6	5	-2	-5
O=C(NC1CCCCC1)NC1CC2CCC(C1)N2C(=S)NCc1ccco1 (configuration not stated)
    -4.1	0.1	1	95	1.1	2	.	3	-1	-3
COc1cc(OC)cc(-n2nnnc2SCC(=O)N2CCCC2)c1
    -1.0	-0.3	1.1	101	1.1	-25	-3	1	-10	-1
COc1ccc(COCC(O)CN2CCc3ccccc3C2)cc1OC (configuration not stated)
    0.2	0.3	1	94	0.96	3	-4	-5	-1	5
CC(/C=C/c1ccc2c(c1)OCO2)=N\NC(=O)c1cccc([N+](=O)[O-])c1
    0.4	-0.2	1	108	1	2	-6	.	0	.
COc1ccc(NC(=O)CCC(=O)OCc2ccc(C(=O)Oc3ccc(Cl)cc3)cc2)cc1
    -0.9	0.1	1	112	1.1	1	-5	-6	-4	6
CC[C@@H](C)[C@H](NC(=O)C1CCN(C(=O)[C@@H](NS(=O)(=O)c2ccc(C)cc2)C(C)C)CC1)C(=O)O
    0.4	-0.5	1	100	1	16	-4	-3	2	3
COCCNC(=O)c1cnn2c(C(F)F)cc(-c3ccc(C)cc3)nc12
    -0.2	0.6	1	106	0.65	2	-1	-2	1	2
COCC(=O)N1CCCC(CNS(=O)(=O)c2ccc(OC)cc2)C1 (configuration not stated)
    -0.6	-0.4	1.1	98	1.4	10	-7	-20	-6	20
CC1CCC(C(C)C)C(OC(=O)C[n+]2cc(-c3ccc(Cl)cc3)n3c2CCCCC3)C1 (configuration not stated)
    -2.7	-0.3	1.1	80	2.1	13	2	-19	-9	19
CCOC(=O)c1nnn(-c2nonc2N)c1CN(C)Cc1ccccc1
    -3.1	-0.2	1.1	98	1	1	4	-17	-7	17
CCOC(=O)c1c(C)[nH]c(C)c1C(=O)COC(=O)c1ccc(OC)cc1
    0.7	0.0	1	98	1.1	-1	-5	1	-5	-1
CCCNC(=O)CCc1c(C)nc2nc(C)nn2c1C
    -1.4	-0.4	1	106	0.94	6	-3	10	-3	-10
Fc1ccc(-c2cnc[nH]2)cc1
    -0.4	0.0	1	109	1.6	1	0	-5	-2	5
O=[N+]([O-])c1ccc(Sc2n[nH]c(-c3ccccc3)n2)nc1
    1.1	-0.1	0.9	100	1.6	2	4	1	12	-1
